# High-throughput results: PubChem, Sanford-Burnham Center for Chemical Genomics
# CXCR6 inh: blocks human CXCR6 beta-arrestin recruitment; CHO-K1 PathHunter CXCR6 beta-arrestin, luminescence; inhibition, % at 20 µM; 0.36% of 360,000 active; O00574; in the data active = inhibition above about 34%, passing the limit was not always enough;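 also: antagonist mode with CXCL16 agonist at 10 nM final; 0% = 10 nM CXCL16 with DMSO and 100% = unstimulated wells without agonist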
# Target sequence (O00574 whole entry, looked up): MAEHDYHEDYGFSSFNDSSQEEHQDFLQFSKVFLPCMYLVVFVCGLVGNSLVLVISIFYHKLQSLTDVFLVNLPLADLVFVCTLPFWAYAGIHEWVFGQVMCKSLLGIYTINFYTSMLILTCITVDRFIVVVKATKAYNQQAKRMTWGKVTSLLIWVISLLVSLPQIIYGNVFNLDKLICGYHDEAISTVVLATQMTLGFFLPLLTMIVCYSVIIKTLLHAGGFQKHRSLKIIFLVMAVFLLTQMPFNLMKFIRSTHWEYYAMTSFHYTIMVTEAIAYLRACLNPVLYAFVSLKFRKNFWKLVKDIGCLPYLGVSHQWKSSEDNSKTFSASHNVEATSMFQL
# EBI2 block: antagonists of human EBI2 receptor; P32249; EBI2 beta-arrestin recruitment, luminescence, 7a,25-OHC stimulated; inhibition, % at 5 µM; 0.81% of 360,000 active; AID 651636; in the data active = inhibition above about 38%;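 also: enzyme fragment complementation signal reports receptor beta-arrestin coupling in cells; 0% = agonist plus DMSO wells and 100% = wells without agonist; some results beyond the cut were filed as inactive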
# Target sequence (P32249 whole entry, looked up, the tested form may be a part): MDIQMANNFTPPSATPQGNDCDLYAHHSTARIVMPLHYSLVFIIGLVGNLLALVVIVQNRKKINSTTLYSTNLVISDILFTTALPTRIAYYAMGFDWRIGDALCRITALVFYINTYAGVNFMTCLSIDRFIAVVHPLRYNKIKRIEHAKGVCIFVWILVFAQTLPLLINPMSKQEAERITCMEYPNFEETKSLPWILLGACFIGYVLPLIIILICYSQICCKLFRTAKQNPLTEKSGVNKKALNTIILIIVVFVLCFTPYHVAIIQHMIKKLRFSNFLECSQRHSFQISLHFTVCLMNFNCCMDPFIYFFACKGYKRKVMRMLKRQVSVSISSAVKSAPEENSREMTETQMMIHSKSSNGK
# * = called active by the depositor. Some of the compounds tested, so the mix of outcomes need not match the whole.
# Every second line gives: CXCR6 inh, EBI2 block
OC(c1ccc(F)cc1)c1nc(-c2cccs2)cs1 (stereo not given)
 : 0, -2
COCCNc1nc(Oc2cccc(NC(C)=O)c2)c2sc(-c3ccccc3)cc2n1
 : 0, 23
O=c1[nH][nH]c2c1[C@H](CCc1cccc(Cl)c1)O[C@H](C1CCCC1)C2
 : -5, 12
CCCc1c(C(=O)N/N=C(\CC)c2ccccc2)nnn1-c1nonc1N
 : 10, 3
N#CC1(NC(=O)CSc2nnc(C3CC3)n2N)CCCCC1
 : -5, -6
CC(=O)Nc1cccc(Nc2cc(C)nn2C)c1
 : -8, -7
COc1cccc(CN(C)C(=O)c2ccc(S(=O)(=O)Nc3cccc(C)c3C)cc2)c1OC
 : -2, 0
COc1ccc(C(=O)NC2CC(C)(C)NC(C)(C)C2)cc1S(=O)(=O)N1CCOCC1
 : -3, -8
C[C@@H]1CN([C@@H](C)CO)C(=O)CCCn2nncc2CO[C@@H]1CN(C)C(=O)Nc1ccnc(N2CCOCC2)c1
 : 0, 1
CC(C)C[C@H]1CNC(=O)C(=O)N1C[C@@H]1CCCN1C[C@H](Cc1ccccc1)N1C[C@H](CC(C)C)N(CCc2ccccc2)C(=O)C1=O
 : 9, 1
COc1ccc(OC(F)(F)F)cc1CC1(C)C(=O)Nc2ccc(-c3ccsc3)cc21 (stereo not given)
 : 0, 10
CC1=C(C(=O)N(C(C)C)C(C)C)CC(CC(=O)NC(c2ccccc2)c2ccccc2)C(=O)N1Cc1ccc(C(C)(C)C)cc1 (stereo not given)
 : 13, 15
COc1ccc(C(=O)N(C)[C@H]2C[C@H]3c4[nH]c5ccccc5c4CCN3C[C@H]2[C@H](C)O)cc1
 : -3, -6
COc1ccc(NC(=O)c2cc(C3CCCCN3C(=O)c3cccs3)on2)c(C)c1 (stereo not given)
 : -5, -7
COc1ccc(C2CC=C(C(C)=O)CN2S(=O)(=O)c2ccc(C)cc2)cc1 (stereo not given)
 : -7, -1
NC(=O)C1CCCN(C(=O)c2[nH]c(C(F)(F)F)nc2-c2ccccc2)C1 (stereo not given)
 : -4, -2
COCCCNc1ccn2nc(-c3ccc(OCc4ccccc4)cc3)cc2n1
 : 8, 14
COCCN1C(=O)CCC1(C)c1nnnn1-c1ccc2c(c1)OCCO2 (stereo not given)
 : -5, -7
O[C@@H]1C[C@H](c2ccc(Cl)cc2)N(Cc2cccs2)C[C@H]1n1cc(-c2ccc(F)cc2)nn1
 : -5, 9
CCOC(=O)C1CCCN(C(=O)c2cccc(S(=O)(=O)NCc3ccccc3)c2)C1 (stereo not given)
 : 8, -3
COc1ccc(C(NC(=O)C2CCN(Cc3ccc(Oc4ccccc4)cc3)CC2)c2ccccc2C)cn1 (stereo not given)
 : 19, 9
CC(=O)Oc1ccc(Cn2c(C)c(C(=O)NCc3cccc(C(F)(F)F)c3)sc2=O)cc1
 : -3, 12
CC(C)N(c1ccccc1)c1ccc(NC(=O)[C@@H]2O[C@H](CO)[C@H](O)[C@H](O)[C@H]2O)cc1
 : -1, 5
CCc1nc2ccc(C(=O)Nc3cccc(NS(C)(=O)=O)c3)cn2c1N(CCC(C)C)CCN(C)C
 : 2, -7
CCc1nc2c(OCc3ccccc3)cccn2c1N(Cc1ccccc1)C(C)=O
 : -2, -3
Cc1ccccc1-c1cnc(C(O)c2ccc(-c3ccccc3)cc2)[nH]1 (stereo not given)
 : -1, -8
CC(C)=CCC[C@H](C)C[C@@H]1Cc2[nH][nH]c(=O)c2[C@H](c2ccc(F)cc2)O1
 : -8, -2
CC(C)N(C)c1ncnc2c1ncn2[C@H]1CN(Cc2ccco2)C[C@@H](CO)O1
 : -6, 2
COc1cccc(/C=C/C(=O)OCC(=O)NC2CCCC2)c1
 : 0, -4
CCc1oc(-c2ccc(OC)cc2)c(C(=O)OCCCCCO)c1C(C)OCCO (stereo not given)
 : 2, 2
Cc1ccc(C(=O)Nc2nc(C(N)C(C)C)cs2)cc1 (stereo not given)
 : -2, 5
CC(=O)c1ccc(-c2cnc3c(NC=O)cc(-c4ccc(C(=O)NC5CC5)cc4)cn23)cc1
 : -12, 1
CNc1nc(Oc2cccc(NC(C)=O)c2)c2sccc2n1
 : -8, -1
CCOC1=C2[C@@H](CN(S(=O)(=O)c3ccc(C)cc3)[C@H]2c2cccc3ccccc23)[C@H]2C(=O)N(c3ccccc3)C(=O)[C@H]2C1
 : 8, -1
O=C(NCc1ccncc1)[C@@H]1CCCN1C(=O)[C@@H]1CCCN1C(=O)c1c(F)cccc1F
 : 5, -5
CCOc1cc(/C=N/Nc2ccc(S(=O)(=O)Nc3ccccc3C(=O)O)cc2[N+](=O)[O-])cc(Cl)c1O
 : 27, -7
CC(C)(C)OC(=O)NCc1ccc(CNC(=O)c2[nH]cnc2C(=O)Nc2ccccc2F)cc1
 : -23, -15
O=C(Nc1cccc(S(=O)(=O)C(F)(F)F)c1)[C@H]1C[C@H](O)[C@@H](CO)O1
 : 5, -10
Cc1ccccc1OCC(=O)OCC(=O)NC1CCCC1
 : -2, -1
COCCNC(=O)C1(C)CCN(Cc2noc(-c3c(C)noc3C)n2)C1 (stereo not given)
 : 5, -9
O=[N+]([O-])c1ccc2c(c1)-c1ccccc1C2O (stereo not given)
 : -5, -9
C[C@@H]1O[C@H](CCc2cccc(Cl)c2)CC2=C1C(=O)OC(C)(C)O2
 : 4, 2
CC1CCCCC1NC(=O)c1cc(Cl)nc2ccccc12 (stereo not given)
 : 4, -1
CC(=O)Nc1cccc(-c2ccnc3c2CC(C(=O)NCCN(C)C)O3)c1 (stereo not given)
 : 6, 6
CCC(=O)N1CCC1(C)C(=O)Nc1cccc2cccnc12 (stereo not given)
 : -12, 0
COc1cc2c(cc1OC(C)=O)C(=O)CCCC2
 : -6, 0
O=C(c1ccc2c(c1)CCC2)N1CCN(Cc2ccccc2)CC1
 : 6, 29
O=C(COc1ccc([N+](=O)[O-])cc1)NNC(=O)C1COc2ccccc2O1 (stereo not given)
 : -2, -1
CC(C)(C)OC(=O)N1CCc2onc(-c3ccccc3F)c2C1=O
 : 4, 1
CN1CCN(C2CN(Cc3cn(Cc4ccc(F)cc4)nn3)S(=O)(=O)C2)CC1 (stereo not given)
 : -2, -1
Cc1cc(C(=O)N2CCC2(C)C(=O)O)nn1C(C)(C)C (stereo not given)
 : 0, -3
Cc1cc(C)c(N2C(=O)CC(Sc3ccccc3N)C2=O)c(C)c1 (stereo not given)
 : 7, -14
COc1cc2c(=O)[nH]c3cc([N+](=O)[O-])ccc3c2cc1[N+](=O)[O-]
 : -5, -18
CNC(=O)OC1CC2CC1[C@H]1CCCCN1C2=O (stereo not given in full)
 : 2, 0
CN(C(=O)COC(=O)COc1ccc2ccccc2c1)c1ccccc1
 : -6, 1
COc1cc(-c2cnc3c(NC=O)cc(-c4cccc(C(F)(F)F)c4)cn23)cc(OC)c1OC
 : 3, 3
COCCn1c(=S)[nH]c2cc(C(=O)NC3CCCC(C)C3C)ccc2c1=O (stereo not given)
 : 2, -10
Clc1ccc(CSc2nnc(-c3ccccn3)n2Cc2ccco2)cc1Cl
 : 12, 14
O=C(C1CCCCC1)N1C[C@@H](O)[C@H](n2cc(C3CC3)nn2)C[C@@H]1c1ccc(Cl)cc1
 : -1, -3
CCc1nc2c(OCc3c(C)noc3C)cccn2c1N(C=O)Cc1ccccc1
 : -8, -2

# Further structures:
# Every second line gives: CXCR6 inh, EBI2 block
CC1(C(=O)NS(=O)(=O)c2cccc(F)c2)CCN1C(=O)CC1CCCC1 (stereo not given)
 : -4, 1
CCc1nc2ccc(C(=O)N3CCN(C(C)=O)CC3)cn2c1N(C=O)Cc1ccc(OC)cc1
 : 6, 0
CCCc1cc(CN(C)C(=O)c2ccc(OC3CCN(C(C)=O)CC3)c(OC)c2)[nH]n1
 : 1, -8
FC(F)(F)C(F)(F)C(F)(F)c1nc2nc(Cl)c(Cl)nc2[nH]1
 : 5, -1
Cc1cccc(N2CCN(C(=O)COc3noc4nc(C)cc(C)c34)CC2C)c1 (stereo not given)
 : -3, -3
COC(=O)[C@H](CC(C)C)NS(=O)(=O)c1ccc(F)cc1Br
 : 5, -4
COc1ccc(-c2ccc(CN3C(C(C)C)C(=O)N(Cc4cn(Cc5ccco5)nn4)CCS3(=O)=O)cc2)cc1 (stereo not given)
 : -3, 10
COc1ccc(C(=O)C2CCCN(C(=O)Cn3nc(C)nc3C)C2)cc1F (stereo not given)
 : 2, 2
CC(C)C[C@@H](CN1CCC[C@H]1CN1C(=O)C(=O)NC[C@@H]1Cc1ccccc1)N1C[C@H](Cc2ccccc2)N(CCc2ccccc2)C(=O)C1=O
 : 4, -8
O=C1NC(C2CC3C=CC2C3)Nc2ccccc21 (stereo not given)
 : 0, -1
Nc1cc(Cl)ccc1CN1C(=O)c2ccccc2C1=O
 : 5, 7
CC1OC(=O)c2cc3ccccc3nc21 (stereo not given)
 : -7, -11
CN(CCO)c1cccc2c1S(=O)(=O)N[C@@H](Cc1ccccc1)CO2
 : 2, 2
COc1ccc(S(=O)(=O)Nc2ccc3c(c2)C(=O)N([C@@H](C)CO)C[C@@H](C)[C@H](CN(C)S(=O)(=O)c2ccc(F)cc2)OCCCC[C@H](C)O3)cc1
 : 5, 0
COc1ccc(C(C#N)=C2C=CC(=NO)c3ccccc32)cc1
 : 7, 17
CSCCC(c1nnnn1C1CCCCC1)N1CCN(C/C=C/c2ccccc2)CC1 (stereo not given)
 : 8, 22
COc1cccc(C(=O)N2CCC[C@H]2C(=O)N2CCC[C@H]2C(=O)N(C)Cc2ccccc2)c1
 : -5, -4
CCOc1ccc(/C(O)=C2\C(=O)C(=O)N(c3ccccn3)C2c2ccccc2F)c(C)c1 (stereo not given)
 : 8, 6
O=C(Nc1cccc(OC(F)(F)F)c1)c1cccc2c(-c3cccnc3)coc12
 : 0, 6
O=C(NCc1cccc(C(F)(F)F)c1)c1[nH]c(C(F)(F)F)nc1-c1ccccc1
 : -2, -8
COc1ccc(N2C(c3ccsc3)=Cc3cc4c(cc3C2c2c[nH]c3ccccc23)OCO4)cc1 (stereo not given)
 : 1, 7
CCCc1c(C(=O)N/N=C/c2ccc(C)o2)nnn1-c1nonc1N
 : 4, -1
CC(=O)Oc1ccc(Cn2c(C)c(C(=O)NCc3ccc4c(c3)OCCO4)sc2=O)cc1
 : 0, 3
CC(=O)Nc1ccc(C(C)=NNC(=O)C2CCCC2)cc1
 : 2, 2
Cc1nc2c(OCc3ccc(C(F)(F)F)cc3)cccn2c1N(C)CC1CC1
 : 47*, 22
Nc1[nH]c(C(=O)c2ccccc2)c(-c2ccc(C(F)(F)F)cc2)c1C(=O)NCc1ccc(Cl)cc1Cl
 : -1, 9
Cc1ccc2nc(COC(=O)c3cccnc3Cl)cc(=O)n2c1
 : -8, -3
COc1ccc(-c2ccc(CN3C(CC(C)C)C(=O)N(Cc4cn(CCC5OCCO5)nn4)CCS3(=O)=O)cc2)cc1OC (stereo not given)
 : 5, 2
C[C@@H]1CN([C@H](C)CO)C(=O)c2c(c3ccccc3n2C)-c2ccccc2CO[C@H]1CN(C)C(=O)Cc1ccccc1
 : 1, -5
CN1CCCCC1(C)C(=O)NCc1cc(Cl)ccc1F (stereo not given)
 : 7, 5
O=C1Nc2cnc(Cl)nc2Nc2ccccc21
 : 6, 1
O=[N+]([O-])c1ccc2[nH]ccc2c1
 : 1, -3
c1ccc(CN=C2CCCc3ccccc3N2)cc1
 : 2, -4
O=C(NCc1ccccc1Cl)c1[nH]c(C(F)(F)F)nc1-c1ccccc1
 : 1, -10
C[C@H]1CN([C@@H](C)CO)C(=O)CCCn2cc(nn2)CO[C@@H]1CN(C)S(=O)(=O)c1ccc(-c2ccccc2)cc1
 : -2, -3
O=C(NCc1cccc(C(F)(F)F)c1)c1ccc2sc([C@H]3C[C@H](O)[C@@H](CO)O3)nc2c1
 : -5, -4
CCCNC(=O)C1(C)CCN(Cc2ccc(C)c3ccccc23)C1 (stereo not given)
 : 5, 9
CC(C)(C)c1ccccc1NC(=O)Nc1nc(C(N)c2ccccc2Cl)cs1 (stereo not given)
 : -5, -4
C=CCC1CCCCC1=C(C#N)c1ccccc1 (stereo not given)
 : 6, 19
Cc1nc(SCC(=O)c2cc(C)n(C3CC3)c2C)c2ccccc2n1
 : -4, 7
CNc1nc(NCCOc2ccccc2Cl)c2sccc2n1
 : -12, -6
COc1ccc(CCN2CC(C(=O)NCc3cccc(F)c3)CCC2=O)cc1 (stereo not given)
 : 6, 19
CC1(C(=O)Nc2cnc3ccccc3c2)CCN1Cc1ccc2ccccc2c1 (stereo not given)
 : -1, 20
Cc1c(C(=O)NCc2ccc([N+](=O)[O-])cc2)sc(=O)n1Cc1ccc(-c2ccccc2)cc1
 : 6, 7
Cc1ccc2nc(-c3ccco3)c(Cc3cccc(F)c3)n2c1
 : 4, 10
CC(=O)C1=CCC(c2ccc(C)o2)N(S(=O)(=O)c2ccc(C)cc2)C1 (stereo not given)
 : 0, -1
COc1ccc(CN2C[C@@H](CO)O[C@@H](n3cnc4c(NCc5cc(OC)c(OC)c(OC)c5)ncnc43)C2)cc1
 : 3, -8
CC(=O)C1=CCC(c2ccc(Cl)c(Cl)c2)N(S(=O)(=O)c2ccc(C)cc2)C1 (stereo not given)
 : 5, 7
O=C(Nc1ccc([N+](=O)[O-])cc1Cl)c1cccc([N+](=O)[O-])c1
 : -3, -2

# Five compounds out of the list above, sorted by the number in CXCR6 inh, falling:
# Every second line gives: CXCR6 inh, EBI2 block
COCCNC(=O)C1(C)CCN(Cc2noc(-c3c(C)noc3C)n2)C1 (stereo not given)
 : 5, -9
CCc1oc(-c2ccc(OC)cc2)c(C(=O)OCCCCCO)c1C(C)OCCO (stereo not given)
 : 2, 2
CC(C)N(c1ccccc1)c1ccc(NC(=O)[C@@H]2O[C@H](CO)[C@H](O)[C@H](O)[C@H]2O)cc1
 : -1, 5
COCCN1C(=O)CCC1(C)c1nnnn1-c1ccc2c(c1)OCCO2 (stereo not given)
 : -5, -7
CNc1nc(NCCOc2ccccc2Cl)c2sccc2n1
 : -12, -6
